Pf growth 96h – inhibits malaria parasite growth, 96 h | Potency, µM (titrated, usually from 28.7 µM), without a hit: at the top dose activity change, negative = inhibition, usual class: inhibitors | 320,000 compounds, 6.9% hits | P. falciparum luciferase reporter growth, 96 h; further: potency means the concentration at half of the fitted maximal effect; on the % scale 0 is the no-effect control and ±100 the full control effect
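Compounds incubated with erythrocytes infected by luciferase-expressing P. falciparum (2% hematocrit, 0.05% parasitemia final) for 96 hours, 37 C in 5% CO2. Growth inhibition scored as decreased luciferase luminescence.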
Pf growth 48h – P. falciparum growth inhibition at 48 hours (one generation) | AID 504832 | P. falciparum luciferase growth in erythrocytes, 48 h | 310,000 compounds, 5.9% hits | Potency, µM (top dose mostly 28.7 µM), for inactives: at the top dose activity change, negative = inhibition, most hits filed as inhibitors; further: potency means the concentration at half of the fitted maximal effect; on the % scale 0 is the no-effect control and ±100 the full control effect
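Read-out is firefly luciferase luminescence from an integrated reporter in P. falciparum, so falling signal marks reduced parasite growth. Infected erythrocytes were at 2% hematocrit and 0.1% parasitemia (final) in Albumax-supplemented RPMI 1640.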
HCV inhibitor – blocks hepatitis C virus; 340,000 compounds, 3.4% hits; AID 651820; Huh7.5.1 HCVcc-Cre infection, luciferase reporter, 44 h; Potency, µM (series often up to 41.8 µM), for inactives: at the top dose activity change, negative = inhibition, actives largely listed as inhibitors; further: potency means the concentration at half of the fitted maximal effect; on the % scale 0 is the no-effect control and ±100 the full control effect
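Seed cells (1,000/well) for 4 h; treat with compound and infect with HCVcc-Cre, moi about 0.5. Incubate 44 h, then detect luciferase activity.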
Shiga toxin inh – Shiga toxin inhibition; inhibition, % at 38.7 µM; AID 2315; Vero cells, Shiga toxin protein synthesis inhibition reporter; 290,000 compounds, 9.2% hits; in the data active means inhibition mostly above about 28%, no sharp cut-off; inactive means mostly below about 43%; further: 0% is about no effect
CHX counter – counter-screen for Shiga toxin inhibitors: cycloheximide protein synthesis inhibition; AID 2314; max response, %; 300,000 compounds, 12% hits; cell reporter, cycloheximide protein synthesis inhibition counterscreen; in the data active means max response mostly above about 13%, no sharp cut-off; inactive means mostly below about 14%; further: read at 38.3 µM for the half of the compounds with a filed dose; 0% is about no effect
FBPA Giardia inh – Giardia lamblia aldolase inhibition. Potency, µM (series often up to 59.6 µM), for the others: at the top dose activity, negative = inhibition, usual class: inhibitors. A8B2U2. purified Giardia FBPA. 290,000 compounds, 0.71% hits. AID 2451; further: potency means the concentration at half of the fitted maximal effect; on the % scale 0 is the no-effect control and ±100 the full control effect; nearly all actives have a fitted effect of over 55% in size
Target sequence (A8B2U2 whole entry, looked up): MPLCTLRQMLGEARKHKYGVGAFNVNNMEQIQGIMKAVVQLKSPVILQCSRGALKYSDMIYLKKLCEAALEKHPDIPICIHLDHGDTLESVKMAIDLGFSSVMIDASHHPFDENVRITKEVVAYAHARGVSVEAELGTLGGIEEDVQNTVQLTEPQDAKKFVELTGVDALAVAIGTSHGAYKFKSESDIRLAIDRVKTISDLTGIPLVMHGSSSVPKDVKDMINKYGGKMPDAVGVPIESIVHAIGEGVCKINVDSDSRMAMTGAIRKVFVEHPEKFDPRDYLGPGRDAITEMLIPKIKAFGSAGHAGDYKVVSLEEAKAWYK
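Giardia FBPA (40 nM reagent) was preincubated 10 min at RT with compound (up to 57.5 uM final), then substrate plus GAPDH/TPI/NAD/arsenate coupling system with diaphorase/resazurin was added; resorufin fluorescence (525/598 nm) was read after 20 min.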
An asterisk follows results filed as active; i = inactive; ? = inconclusive; / = no result given; & = joins results of further samples; [ ] = another dose, or the depositor's remark. Unless noted, the call rests on the fitted dose curve; in most records, active means well fitted curve in the direction sought with a large enough effect; inconclusive means small, poorly fitted or top-dose-only effect, or another doubt; inactive means no such curve, though single readings can be large; an effect the other way counts as inactive or inconclusive.

Order of results – Shiga toxin inh | Pf growth 48h | CHX counter | HCV inhibitor | Pf growth 96h | FBPA Giardia inh
#1 O=C(NCc1ccco1)c1nc2ncccn2n1
  17 | 6% | -1 | 15% | / | -3%
#2 CCc1nnc(NC(=O)CSc2nnc(-c3ccccc3O)o2)s1
  92* | 26% | 34* | 17% | 27% | 0%
#3 COc1ccc(Cc2nnc(SCC(=O)Nc3ccc(C)c(C)c3)o2)cc1OC
  -4 | -18% | -1 | 12% | 16% | 1%
#4 CCC(=O)Nc1ccc2c(c1)nc(CCN1CCCCC1)n2C
  9 | 2% | 1 | 16% | 60%[activator] | 9%
#5 CN1CCN(c2nc3ccccn3c(=O)c2C=C(C#N)C#N)CC1
  4 | -10% | -2 | 19% | 28% | 6%
#6 COc1ccccc1N1CCN(C(=O)c2cc3c(=O)n(C)c4ccccc4c3n2C)CC1
  -8 | / | -2 | 4% | 7.4µM* | -22%
#7 CC(C)(C)C(=O)COC(=O)c1ccc(N)c([N+](=O)[O-])c1
  83* | 32%[activator] | 43* | 17% | 44%[activator] | -2%
#8 CC(C)(CNC(=O)Cc1ccc(Br)cc1)N1CCOCC1
  6 | 31%[activator] | -4 | 7% | 22% | /
#9 COc1ccc(NC(=O)c2ccccc2)cc1
  / | i | / | 0.56µM* | 146%[activator] | /
#10 CC(C)C(NC(=O)c1cccs1)C(=O)NC1=NCCS1 (configuration not stated)
  -1 | 21% | 0 | -22% | / | -2%
#11 Cc1ccc(-n2nc3c(c2NC(=O)c2c(F)cccc2Cl)CS(=O)(=O)C3)cc1C
  6 | ? | -3 | / | ? | 8%
#12 O=C(O)c1ccc(/C=N/Nc2cccc(C(F)(F)F)c2)cc1
  120* | 69%[activator] | 56* | 6% | 55%[activator] | 18%
#13 O=C(CC(=O)Nc1ccccc1C(F)(F)F)Nc1ccccc1C(F)(F)F
  -5 | 1% | 7 | 7% | 33%[activator] | 6%
#14 COc1ccccc1OCC#CCN1CCCC1
  -11 | 7% | -2 | 19% | ? | ?
#15 O=C(O)C1=C[C@@H](c2ccc3c(c2)OCO3)C[C@@H](OCCCCO)O1
  2 | -17% | 0 | 30% | 55%[activator] | -15%
#16 CCN(CC)N=Nc1ccc(C(=O)O)cc1
  -10 | 12% | 7 | 1% | 12% | 5%
#17 O=C(Nc1ccc(S(=O)(=O)N2CCOCC2)cc1)c1ccc(=O)[nH]c1
  -15 | 21% | -1 | 16% | -7% | -4%
#18 NC(Cc1nc2ccccc2[nH]1)c1ccc(Cl)cc1 (configuration not stated)
  81* | 7% | 45* | 21% | i | -26%
#19 CN1C(=O)S/C(=C/c2ccc(OCc3cccc(C(=O)O)c3)cc2)C1=O
  37* | 158%[activator] | 35* | 23% | 118%[activator] | -4%
#20 O=C(c1nc2ccc(Cl)cn2c1CNCCn1ccnc1)N1CCCCCCC1
  -11 | ? | -3 | -2% | ? | -4%
#21 Cc1nnc(NC(=O)CSc2nnc(CNC(=O)c3ccccc3)n2-c2ccccc2)s1
  -10 | -5% | -4 | -1%&13% | 25% | -1%
#22 CCOP(=O)(OCC)/C(C#N)=C/c1c[nH]c2ccccc12
  7 | ? | -2 | ? | ? | 2%
#23 Cc1ccc(-n2c(=O)cc(N3CCCCCC3)[nH]c2=O)cc1
  -3 | 30% | 5 | -8% | 3% | 0%
#24 CC(C)C[C@H](NC(=O)[C@H](CC(C)C)NC(=O)[C@H](CCC(N)=O)NC(=O)[C@H](CO)NC(=O)[C@@H]1CCCN1C(=O)[C@H](CO)NC(=O)[C@H](CO)NC(=O)[C@@H](NC(=O)[C@H](Cc1cnc[nH]1)NC(=O)[C@H](CCC(=O)O)NC(=O)[C@H](Cc1ccc(O)cc1)NC(=O)[C@H](CCCCN)NC(=O)[C@H](CCC(N)=O)NC(=O)[C@H](Cc1ccc(O)cc1)NC(=O)[C@H](CC(=O)O)NC(=O)[C@@H](NC(=O)[C@@H]1CCCN1C(=O)[C@H](CC(=O)O)NC(=O)[C@H](CC(N)=O)NC(=O)[C@H](CC(=O)O)NC(=O)CNC(=O)[C@H](CC(=O)O)NC(=O)[C@@H]1CCCN1C(=O)[C@H](CCC(N)=O)NC(=O)[C@H](Cc1ccc(O)cc1)NC(=O)[C@H](C)NC(=O)[C@H](Cc1c[nH]c2ccccc12)NC(=O)[C@H](Cc1ccccc1)NC(=O)[C@@H](NC(=O)[C@@H](N)CO)[C@@H](C)O)[C@@H](C)O)[C@@H](C)O)C(=O)N[C@@H](C)C(=O)N1CCC[C@H]1C(=O)NCC(=O)N[C@@H](CC(=O)O)C(=O)N[C@@H](Cc1ccc(O)cc1)C(=O)O
  -1 | / | -9 | / | / | 0%
#25 O=C(O)CCN(CCC(=O)O)c1ccccc1
  13 | -1% | 3 | 16% | -20% | -8%
#26 O=C(NCCN1CCOCC1)c1cc(Sc2cccc(Cl)c2)nc2ccccc12
  -3 | -10% | -5 | -4% | 5.2µM* | -1%
#27 COc1ccc(CCNC(=O)CC2C(=O)NCCN2CC(C)(C)C)cc1 (configuration not stated)
  -17 | -14% | -1 | 8% | -15% | -19%
#28 CCOc1ccc(S(=O)(=O)Nc2ccc(C(=O)N3CC(C)OC(C)C3)cc2)cc1 (configuration not stated)
  / | ? | / | -1% | -5% | /
#29 COc1ccc(OC)c(NC(=O)COc2coc(CN3CCc4ccccc43)cc2=O)c1
  / | 10µM* | / | ? | ? | /
#30 C=CCn1c(SCc2ccc(C#N)cc2)nnc1-c1ccccc1
  2 | / | 17 | 13% | ? | -2%
#31 Cc1cc(C)c2cc(C(=O)N3CCC(C(=O)c4ccc(F)cc4)CC3)[nH]c2c1
  -6 | -5% | -1 | -9% | ? | 11%
#32 CCOc1ccc(CNC(=O)c2cc3oc4ccccc4c3n2C)cc1
  33 | 12% | 13 | -14% | / | 3%
#33 Cc1ccc(C(c2nnnn2CCC(C)C)N2CCN(C)CC2)cc1 (configuration not stated)
  -3 | -12% | -3 | ? | ? | -22%
#34 CN(Cc1ccccc1)CC(O)COc1ccc(CNCCOc2cccnc2)cc1 (configuration not stated)
  -16 | 13µM* | -3 | -20% | ? | 5%
#35 COc1cccc(-c2nn3c(-c4ccccn4)nnc3s2)c1
  42 | / | 15* | -13% | 59%[activator] | 15%
#36 CC(=O)c1cccc(NC(=O)CN(C)Cc2ccc(OC(F)F)cc2)c1
  11 | ? | 13 | -24% | -3% | ?
#37 CN(C)NC(=O)c1csnc1-c1c(Cl)cccc1Cl
  -2 | 139%[activator] | 1 | 23% | -4% | 0%
#38 CCc1c(C)nc2cc(-c3cc(OC)cc(OC)c3)nn2c1N1CCCC1
  -10 | ? | -4 | ? | / | -10%
#39 COc1cc(NC(=O)CN2C(=O)NC(C)(c3ccc(OC(F)F)cc3)C2=O)cc(OC)c1OC (configuration not stated)
  -3 | ? | -2 | ? | 10% | 4%
#40 CCc1ccc(C2C(C#N)=C(N)N(N(C)C)C3=C2C(=O)CCC3)cc1 (configuration not stated)
  5 | -23% | -1 | 5% | 60%[activator] | -19%
#41 Cc1ccc(Cn2cnc3c(cnn3C(C)(C)C)c2=O)cc1
  20 | 56%[activator] | 9 | 11µM* | -20% | -2%
#42 COc1ccc(-c2cc(C)no2)cc1S(=O)(=O)N1CCCN(Cc2ccc(F)cc2)C1
  7 | ? | -3 | ? | ? | /
#43 COc1ccccc1CCNC(=O)C(=O)NCC1OCCN1S(=O)(=O)c1ccc(OC)c(OC)c1 (configuration not stated)
  -3 | ? | 1 | -16% | ? | 12%
#44 Cc1ccc(S(=O)(=O)c2cc3c(=O)n4ccccc4nc3n(CCCN3CCOCC3)c2=N)cc1C
  -7 | ? | -5 | ? | ? | 0%
#45 COc1cc(C2NC(=O)NC(C)=C2[N+](=O)[O-])cc(OC)c1OC (configuration not stated)
  27 | 10% | 9 | 14% | 1% | 3%
#46 COc1ccc2c(c1)c1nc3ccccc3nc1n2CCCN1C(=O)c2ccccc2C1=O
  -12 | 38%[activator] | -4 | ? | 0% | 2%
#47 CNC(=S)NCc1ccc(OC)cc1
  1 | -3% | -3 | -6% | -1% | -1%
#48 NS(=O)(=O)c1ccc(CCNC(=O)COC(=O)/C=C/c2ccc(OC(F)F)cc2)cc1
  / | ? | / | -25% | -1% | /
#49 Cc1cccc(C)c1OCc1cc(C(=O)N2CC3C[C@@H]4CC2C[C@H](C3)C4)no1
  96* | 38%[activator] | 65* | ? | -24% | /
#50 Cc1nc(-c2coc3c(CN(C)C)c(O)ccc3c2=O)cs1
  11 | / | 28 | 14% | -9% | -15%
#51 O=C(COc1cc(Cl)c(Cl)cc1Cl)Nc1ccc([N+](=O)[O-])cc1Cl
  -2 | 75%[activator] | 4 | 29% | 47%[activator] | 0%
#52 COc1ccc(OC)c(CN2CCN(C(=O)c3ccc(F)cc3)CC2)c1
  -8 | 29% | -2 | 8% | ? | ?
#53 Cc1cc(C)c(S(=O)(=O)c2ccc(C(C)(C)C)cc2)c(Cl)n1
  -6 | ? | -1 | -18% | ? | -7%
#54 O=C(Cc1ccccc1)NCc1ccc(F)cc1
  56* | 61%[activator] | 42* | 10% | -9% | 7%
#55 CCS(=O)(=O)c1nc2ccccc2n1Cc1ccccc1Cl
  21 | ? | 1 | ? | 10µM* | -6%
#56 Cc1ccccc1N=Cc1cccc(O)c1O
  7 | ? | 8 | 9% | 3% | 5.6µM*
#57 CCCCNc1cc(NC(C)=O)cc2cc(OC)c(OC)cc12
  -20 | ? | -2 | ? | -1% | ?
#58 O=C(Cc1ccccc1)NC(Nc1ccccc1)C(Cl)(Cl)Cl (configuration not stated)
  -5 | -11% | -1 | 13% | / | 1%
#59 COc1cccc(NC(=O)CN(C)C(=O)c2ccc(-c3ccc(Cl)cc3)o2)c1
  / | 1.7µM* | / | -5% | 5.9µM* | /
#60 COc1ccc(S(=O)(=O)N(C)CC(=O)NCc2cccnc2)cc1C
  -10 | -7% | -2 | 2% | / | 2%

The closing two records of the section above open the next one:
Order of results – Shiga toxin inh | Pf growth 48h | CHX counter | HCV inhibitor | Pf growth 96h | FBPA Giardia inh
#59 COc1cccc(NC(=O)CN(C)C(=O)c2ccc(-c3ccc(Cl)cc3)o2)c1
  / | 1.7µM* | / | -5% | 5.9µM* | /
#60 COc1ccc(S(=O)(=O)N(C)CC(=O)NCc2cccnc2)cc1C
  -10 | -7% | -2 | 2% | / | 2%
#61 N#C/C(=N\Nc1cccc(Cl)c1)C(=O)c1ccccc1
  23 | 10% | 13 | ? | 163%[activator] | 1%
#62 Cc1ccccc1OCC(=O)NCc1ccccc1
  34 | 20% | 19 | 10% | 3.7µM* | -7%
#63 CCOC(=O)c1cccc(NC(=S)NCc2ccc(C)cc2)c1
  -2 | 51%[activator] | -1 | -15% | -16% | -5%
#64 COC(=O)c1cc(Br)c(=O)n(-c2ccc(C(C)=O)cc2)c1
  -3 | -6% | 1 | / | 15% | 18%
#65 O=C(O)COC(=O)C1C(c2ccccc2)C(C(=O)O)C1c1ccccc1 (configuration not stated)
  -9 | 14% | -7 | 8% | -20% | 5%
#66 C/C(=N\Nc1ccccc1)c1c(O)n(Cc2ccccc2)c(=O)[nH]c1=O
  19 | -27% | 7 | -14% | -17% | 1%
#67 O=C1c2ccccc2C(=O)C1c1ccc(O)cc1
  70* | 30% | 28* | ? | ? | 4%
#68 CC(Cl)C(=O)NN=C(c1ccccc1)c1ccccc1 (configuration not stated)
  41 | 4% | 16* | -15% | 13% | -13%
#69 COc1ccc(C(=O)NC2CC(C)(C)Cc3occc32)cc1 (configuration not stated)
  8 | 11% | 13 | 0% | -22% | 3%
#70 CCCC(=O)Nc1ccc(NC(=O)c2ccccc2)nc1
  40* | 190%[activator] | 21* | -14% | 57%[activator] | 0%

From PubChem
